mIAP inh: mouse IAP inhibition; purified mouse IAP, CDP-Star luminescence, 30 min; inhibition, % at 10 µM; actives 0.2% (n = 330,000); AID 2806;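 active means inhibition of at least 40% at 10 µM in the primary screen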;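 further: plate controls were DMSO with enzyme for no effect and no enzyme wells for full effect; values of inactives mirror those of a sister screen read the other way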
APOBEC3A inh: human APOBEC3A DNA deaminase inhibition | actives 0.41% (n = 330,000) | AID 493011 | recombinant A3A, FAM/TAMRA ssDNA deamination fluorescence | inhibition, % at 20 µM;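 active means at least 40% inhibition at 20 µM here, with at most 30% in a related deaminase screen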;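 further: plate controls were A3A with DMSO for no effect and wells lacking A3A enzyme for full effect; some results filed as inactive read as strong as hits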
hIAP activ: human IAP activation; actives 0.16% (n = 330,000); activation factor at 10 µM; P09923; purified human IAP, CDP-Star luminescence, 30 min; stronger effect = higher value; 1 = vehicle-only enzyme, 0 = enzyme-free background;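 active means activation factor of the enzyme at least 2-fold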; further: the source names both 10 and 20 µM as test concentration; values of inactives mirror those of a sister screen read the other way
ATG4B inhibitor: blocks human ATG4B protease cleavage of LC3 substrate; ATG4B cleavage of LC3-PLA2, NBD-HPC fluorescence, 1 h; inhibition, % at 8.33 µM; actives 0.51% (n = 340,000); AID 504462; in the data active means inhibition above about 40%
hIAP block: human IAP inhibition; purified IAP, CDP-Star luminescence, 30 min; inhibition, % at 10 µM; actives 0.12% (n = 330,000);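 active means inhibition reaching a set limit with compound at 10 µM in the primary screen, cut at about 35% in these data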;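 further: plate controls were DMSO wells with enzyme for no effect and no-enzyme buffer wells for full effect; values of inactives mirror those of a sister screen read the other way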
mIAP activ: mouse IAP activation; activation factor at 10 µM; actives 0.24% (n = 330,000); muIAP, CDP-Star luminescence, 30 min; stronger effect = higher value; 1 = vehicle-only enzyme signal, 0 = enzyme-free wells;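 active means activation factor of at least 2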; further: the source names both 10 and 20 µM as test concentration; values of inactives mirror those of a sister screen read the other way
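Assay system: mouse IAP enzyme; Reagent: CDP-Star chemiluminescent phosphatase substrate; Compound: DMSO-dissolved test compounds; Incubation: 30 min, room temperature; Technique: luminescence from enzymatic CDP-Star hydrolysis; Controls: DMSO-only wells and no-enzyme negative control.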
HKDC1 inhibitor: HKDC1 (human) hexokinase inhibition; recombinant HKDC1, G6PDH/diaphorase resazurin coupled fluorescence; Q2TB90; inhibition, % at 20 µM; actives 0.16% (n = 340,000); AID 493160;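 active means inhibition above about 35% when tested at 20 µM, limit read from the data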;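 further: plate controls were DMSO wells with enzyme for no effect and DMSO wells lacking enzyme for full effect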
Target sequence (Q2TB90 whole entry, looked up): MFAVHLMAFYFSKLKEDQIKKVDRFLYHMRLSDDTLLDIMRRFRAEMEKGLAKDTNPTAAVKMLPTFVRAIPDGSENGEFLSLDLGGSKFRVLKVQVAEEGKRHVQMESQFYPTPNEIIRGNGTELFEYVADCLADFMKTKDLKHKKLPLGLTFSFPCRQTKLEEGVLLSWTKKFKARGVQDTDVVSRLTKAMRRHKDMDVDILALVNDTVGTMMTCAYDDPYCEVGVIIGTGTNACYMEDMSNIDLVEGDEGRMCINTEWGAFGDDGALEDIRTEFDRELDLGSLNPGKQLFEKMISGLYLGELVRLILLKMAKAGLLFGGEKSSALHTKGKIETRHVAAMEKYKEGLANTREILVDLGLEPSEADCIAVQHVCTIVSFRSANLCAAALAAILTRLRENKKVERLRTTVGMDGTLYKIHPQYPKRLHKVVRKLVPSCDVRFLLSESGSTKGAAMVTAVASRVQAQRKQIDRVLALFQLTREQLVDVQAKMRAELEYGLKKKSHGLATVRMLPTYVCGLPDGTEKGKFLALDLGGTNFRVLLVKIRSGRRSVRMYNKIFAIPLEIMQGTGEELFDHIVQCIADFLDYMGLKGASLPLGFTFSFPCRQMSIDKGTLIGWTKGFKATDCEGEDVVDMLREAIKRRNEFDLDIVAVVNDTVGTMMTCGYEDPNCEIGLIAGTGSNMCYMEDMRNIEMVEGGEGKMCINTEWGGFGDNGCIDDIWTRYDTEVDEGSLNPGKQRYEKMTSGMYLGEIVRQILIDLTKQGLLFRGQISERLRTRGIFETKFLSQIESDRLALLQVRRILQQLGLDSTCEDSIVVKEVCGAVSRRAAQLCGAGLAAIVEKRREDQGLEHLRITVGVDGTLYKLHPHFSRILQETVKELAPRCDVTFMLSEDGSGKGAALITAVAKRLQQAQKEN
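Material – in-house recombinant HK5 (HKDC1) enzyme · Quantity – HKDC1 at 5 µg/mL · Buffer or medium – pH 8.0 Tris buffer with 10 mM MgCl2 · Reagent – glucose with 1 mM ATP · Dosing – single 20 µM dose · Times – reaction time 90 min, room temperature, protected from light · Technique – resorufin fluorescence at 613 nm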
PfGluPho inh: PfG6PD (Plasmodium falciparum) enzyme inhibition; inhibition, % at 20 µM; actives 0.78% (n = 350,000); PfGluPho enzyme, NADPH resazurin-diaphorase fluorescence;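 active means inhibition reaching at least a set limit at 20 µM in the primary screen, cut at about 59% in these data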;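 further: 0% = DMSO wells with substrate and 100% = DMSO wells lacking glucose-6-phosphate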
Active calls of the source: *; · = no result given.

SMILES	mIAP inh	APOBEC3A inh	hIAP activ	ATG4B inhibitor	hIAP block	mIAP activ	HKDC1 inhibitor	PfGluPho inh
CCn1cc([N+](=O)[O-])c(=O)c2cc(F)c(N3CCOCC3)cc21	-7	-15	1.1	-4	-6	1.1	-6	20
O=C(O)c1cc2c(s1)-c1ccccc1OC2	-3	0	1.3	-6	-27	1	-4	-9
CN(C)CCCOC(=O)Cc1ccc(Cl)cc1	-9	5	1	1	-3	1.1	-5	6
Clc1ccc(Cl)c(-c2nc(-c3ccncc3)no2)c1	5	-9	1.1	-5	-10	0.95	-7	-18
C=CCn1c(C)nc2ccccc2c1=O	2	-2	0.95	1	5	0.98	-6	-4
COc1ccc(CC(=O)Nc2cccc(C(=O)Nc3cccc(C)c3)c2)cc1	-11	4	1.1	·	-12	1.1	·	·
O=C(COC(=O)c1ccccc1-c1nc2ccccc2s1)NC1CCS(=O)(=O)C1 (stereo not given)	9	4	1.1	-1	-7	0.91	-11	0
O=C(CSc1nnnn1-c1ccccc1)Nc1ccc(Cl)cc1	5	-4	1	3	-2	0.95	-6	4
O=C(Cc1cc(=O)[nH]c(=O)[nH]1)NCCN1CCOCC1	0	0	0.98	-11	2	1	-3	-13
COc1ccc(N2CCOCC2)c(NC(=O)c2cccs2)c1	-1	-2	0.84	2	16	1	1	-8
Cc1ccccc1NC(=O)Cc1nc(-c2c[nH]c(C(=O)N3CCCC3)c2)cs1	-8	-7	0.99	-7	1	1.1	-2	29
COc1ccc(OC)c(C2=Nn3c(nnc3-c3cccc(OC(C)C)c3)SC2)c1	11	-1	0.86	-9	14	0.89	7	-3
COc1ccc(C)cc1NC(=O)C(OC(=O)c1ccc(Cl)c(S(=O)(=O)N(C)c2ccccc2)c1)c1ccccc1 (stereo not given)	8	0	0.85	-6	14	0.92	-3	0
COc1cc(NC(=O)c2sc3ncn(CC(=O)N4CCCC(C)C4)c(=O)c3c2C)cc(OC)c1OC (stereo not given)	-11	0	1.1	-2	-9	1.1	6	-26
COc1ccc(OC)c(S(=O)(=O)Nc2ccc3c(c2)n(C)c(=O)n3C)c1	-10	3	0.88	-8	12	1.1	-1	2
Cc1c(C(=O)NNC(=O)c2csc(N3CCOCC3)n2)oc2ccccc12	8	4	1.8	3	-80	0.92	2	-27
COc1ccc(-c2noc(CN3CCN(c4ccccc4)CC3)n2)cc1	10	-3	0.84	3	16	0.9	-1	13
COc1ccc(NC(=O)Nc2ccccc2SC)cc1OC	4	1	0.93	5	7	0.96	-2	-2
CCC(=O)Nc1cccc(NC(=S)NC(=O)c2ccc(Cl)cc2)c1	5	-2	0.96	-4	4	0.95	-8	5
C=CCNC(=O)c1cc(-c2ccc(Br)cc2)on1	-6	1	1	-5	-2	1.1	-7	-5

The last 4 compounds of the part before open the next one.
SMILES	mIAP inh	APOBEC3A inh	hIAP activ	ATG4B inhibitor	hIAP block	mIAP activ	HKDC1 inhibitor	PfGluPho inh
COc1ccc(-c2noc(CN3CCN(c4ccccc4)CC3)n2)cc1	10	-3	0.84	3	16	0.9	-1	13
COc1ccc(NC(=O)Nc2ccccc2SC)cc1OC	4	1	0.93	5	7	0.96	-2	-2
CCC(=O)Nc1cccc(NC(=S)NC(=O)c2ccc(Cl)cc2)c1	5	-2	0.96	-4	4	0.95	-8	5
C=CCNC(=O)c1cc(-c2ccc(Br)cc2)on1	-6	1	1	-5	-2	1.1	-7	-5
O=C(COC(=O)/C=C/c1cccc(F)c1)Nc1ncccn1	13	8	1	2	-1	0.87	5	5
COc1ccc(Br)cc1/C=C/c1ccc2cccc(O)c2n1	0	-1	1.2	-6	-16	1	2	20
CC(NC(=O)CNC(=O)c1cccc(Cl)c1)c1ccccc1 (stereo not given)	8	-5	0.99	-3	1	0.92	0	2
CC(C)c1cc(C(=O)Nc2cccc(C(F)(F)F)c2)no1	3	-5	0.95	1	5	0.97	1	-7
COCCNC(=O)C(=O)N/N=C(\C)CC(=O)Nc1cccnc1	-3	4	1.1	-1	-8	1	-1	-5
O=C1CC(SCCc2nc3ccccc3[nH]2)C(=O)N1c1ccc(F)cc1 (stereo not given)	-2	0	0.97	0	3	1	8	-12
FC(F)(F)c1cccc(-c2nc(COc3ccc(Cl)cc3Cl)no2)c1	13	-2	0.99	-7	1	0.87	-2	13
COC(=O)c1ccc(-n2nnnc2SCC(=O)NCc2cccc(C(=O)O)c2)cc1	-1	-2	1.2	-5	-16	1	4	-12
NC(=S)NN=C1c2cc(OCCN3CCOCC3)ccc2-c2ccc(OCCN3CCOCC3)cc21	13	-3	1	-21	-3	0.87	16	25
Cc1cc(N2C(=O)C3C4CC(c5ccccc5)C(C4)C3C2=O)no1 (stereo not given)	9	0	0.91	2	9	0.91	0	-14
Fc1ccccc1-c1nnc2n1N=C(c1ccc(OC(F)F)c(OCC3CC3)c1)CS2	8	-4	1.1	-10	-6	0.92	-8	-12
S=C(Nc1ccccc1)Nc1ccc2cn[nH]c2c1	-5	4	0.91	4	9	1.1	34	14
COc1cc(OC)cc(C(=O)NC(C(=O)Nc2ccc3c(c2)OCO3)C(C)C)c1 (stereo not given)	-13	-1	0.99	2	1	1.1	1	8
Cn1c(=O)c2c(nc(Oc3ccc4ccccc4c3)n2C)n(C)c1=O	-1	-2	0.95	-4	5	1	0	1
COc1cccc(NC(=O)c2ccc(Cn3cc([N+](=O)[O-])cn3)o2)c1	-1	-2	0.98	2	2	1	-17	0
O=C1CSC(=Nc2ccccc2)N1Cc1ccccc1	0	-4	1.1	3	-6	0.99	0	5
Cc1csc(NC(=O)CSc2nnc(NC(=O)NC(C)(C)C)s2)n1	-2	-2	1.1	4	-5	1	0	2
CCc1ccc(Nc2ncc3c(n2)CC(c2ccco2)CC3=O)cc1 (stereo not given)	41*	3	1	-6	-4	0.59	-6	17
COc1ccccc1C(=O)N/C(=C/c1ccc2c(c1)OCO2)C(=O)Nc1ccc(C(=O)O)cc1	0	-6	0.82	-6	18	1	-5	-7
Clc1cccc(CN2CCCCCC2)c1	2	0	1.1	-1	-8	0.98	-6	2

Entries of single compounds from above. Order of screens: mIAP inh, APOBEC3A inh, hIAP activ, ATG4B inhibitor, hIAP block, mIAP activ, HKDC1 inhibitor, PfGluPho inh
NC(=S)NN=C1c2cc(OCCN3CCOCC3)ccc2-c2ccc(OCCN3CCOCC3)cc21 in the list: 13, -3, 1, -21, -3, 0.87, 16, 25
COc1ccc(Br)cc1/C=C/c1ccc2cccc(O)c2n1 in the list: 0, -1, 1.2, -6, -16, 1, 2, 20
COc1cccc(NC(=O)c2ccc(Cn3cc([N+](=O)[O-])cn3)o2)c1 in the list: -1, -2, 0.98, 2, 2, 1, -17, 0
Cc1cc(N2C(=O)C3C4CC(c5ccccc5)C(C4)C3C2=O)no1 (stereo not given) in the list: 9, 0, 0.91, 2, 9, 0.91, 0, -14
COc1cc(OC)cc(C(=O)NC(C(=O)Nc2ccc3c(c2)OCO3)C(C)C)c1 (stereo not given) in the list: -13, -1, 0.99, 2, 1, 1.1, 1, 8

The listing continues.
SMILES	mIAP inh	APOBEC3A inh	hIAP activ	ATG4B inhibitor	hIAP block	mIAP activ	HKDC1 inhibitor	PfGluPho inh
O=C(Cc1coc2cc3c(cc12)CCC3)OCC(=O)N1CCCC1=O	4	-1	1	12	-1	0.96	-6	-16
O=C(O)CCc1nn2c3ccccc3n(CC(=O)c3cccs3)c2nc1=O	-10	-2	1.1	-7	-12	1.1	1	7
O=S(=O)(Nc1ccc(Cl)cc1)c1cccc2cccnc12	-4	0	0.84	-4	16	1	3	43
CCN(CC)CCNC(=O)C(C)c1nn(C)c(=O)c2ccccc12 (stereo not given)	4	-6	1.1	8	-9	0.96	-2	-6
CCOC(=O)c1c(CN2CCN(C)CC2)n(C)c2cc(Br)c(OC)cc12	9	-2	0.93	-9	7	0.91	11	15
Cc1cc(C)c(C(=O)CC(=O)c2ccccc2Cl)c(O)c1	8	0	0.91	31	9	0.92	-9	-15
COc1ccccc1NS(=O)(=O)c1ccc2oc(SCC(=O)N3CCNC3=O)nc2c1	4	1	1	-11	-2	0.96	4	7
CN(CC(=O)Nc1ccc(SC(F)F)cc1)C1CCCCC1	-20	0	1	-2	-3	1.2	8	12
O=C(NC1CCCN(Cc2ccc(Cl)cc2)C1)c1cnc2ccccn2c1=O (stereo not given)	1	0	1	3	0	0.99	6	-14
COc1ccc(/C=C/C(=O)OCC(=O)NC2CCCCCC2)cc1OC	6	-1	0.79	0	21	0.94	-4	8
COc1ccccc1NC(=O)c1cc2c(cc1Cl)N1CCCCCC1=NS2(=O)=O	-2	-3	0.89	-6	11	1	-7	-6
Cc1ccc(S(=O)(=O)NCCC(=O)Nc2cc(S(=O)(=O)N(C)C)ccc2C)cc1C	-8	0	1.1	-19	-10	1.1	-3	14
CCCn1nc(C(=O)Nc2ccc3c(c2)OCO3)c2ccccc2c1=O	0	-2	0.96	8	4	1	2	-8
c1ccc(CCc2nn3c(Cn4nnc5ccccc54)nnc3s2)cc1	9	4	0.91	-6	9	0.91	-6	50
Cc1ccccc1NC(=O)NC(C)(C)CC(C)(C)C	-16	-1	1.1	2	-15	1.2	-4	-12
COc1ccc(NC(=O)CN2CCN(c3c(C)cccc3C)CC2)cc1	-4	1	1	12	-4	1	0	7
COc1ccccc1NS(=O)(=O)c1ccc(O)c(C(=O)OCc2cccc([N+](=O)[O-])c2)c1	1	6	0.87	1	13	0.99	7	-2
COc1cccc(CNC(=O)CCCNC(=O)c2ccc(Cl)cc2)c1	3	-2	1.1	-1	-9	0.97	-3	6
Cc1ccc(OCCNC(=O)c2ccccc2O)cc1	10	-1	1.1	-9	-11	0.9	3	-7
Cc1c(Cc2ccc3c(c2)OCO3)sc(NC(=O)c2ccc3ccccc3c2)c1C(N)=O	12	3	0.95	7	5	0.88	-2	30
